High-throughput results (PubChem)
S3 lipid droplet – qHTS Assay for Lipid Storage Modulators in Drosophila S3 Cells; hit rate 0.64% among 320,000; AID 2685, 2010; Drosophila S3 cells, BODIPY lipid droplet fluorescence, 18-24 h; cells fed with added oleic acid; Potency in µM for hits, for the others lipid storage change, negative = inhibition, % at the top dose, mostly 46.1 µM; active = well fitted inhibition curve with a large enough effect in the signal ratio, with a control signal flat, not every such curve was filed as active; inconclusive = small, poorly fitted or top-dose-only effect, or effect the other way, or a change in a side signal; the % refers to the signal ratio
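Drosophila S3 cells loaded with oleic acid (400 uM, as added) and compounds at several concentrations; lipid droplets imaged by 488-nm laser-scanning cytometry, 500–530 nm intensity and object ratio to cell channel. Percent activity normalized to 20 uM Triacsin C.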
S3 lipid droplet cell count max – recorded beside S3 lipid droplet, whose call it bears; cell number change, %; measured here: cell count max response;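 cells counted by Cell Tracker Red CMTPX staining in the red channel; peak over a dose series mostly up to 46.1 µM; percent activity relative to internal control wells on each plate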
* = called active by the depositor; i = inactive; ? = inconclusive; nt = no result given. % is scaled to controls: 0 for no effect and ±100 for the full control effect; potency is read from the fitted curve at half-maximal effect. This is a subset; count on the stated rates, not on these rows.

The first 2 compounds as a preview:
SMILES	S3 lipid droplet	S3 lipid droplet cell count max
CCOC(=O)N1CCN(C(=O)CNC(=O)c2nn(-c3ccc(OC)cc3OC)c(=O)c3ccccc23)CC1	i	6
COc1cccc(C(=O)O/N=C(\N)c2ccccn2)c1	?	nt

This part in full, from the first entry:
SMILES	S3 lipid droplet	S3 lipid droplet cell count max
CCOC(=O)N1CCN(C(=O)CNC(=O)c2nn(-c3ccc(OC)cc3OC)c(=O)c3ccccc23)CC1	i	6
COc1cccc(C(=O)O/N=C(\N)c2ccccn2)c1	?	nt
C[C@@H]1NC(=O)[C@H](CCCN=C(N)N)NC(=O)c2cc([N+](=O)[O-])cc(I)c2NCCC[C@@H](C(N)=O)NC1=O	-1%	0
Cc1nnc(SCC(=O)Nc2ccc(S(=O)(=O)Nc3ccc(Cl)nn3)cc2)s1	?	nt
Cc1cc(C(=O)NNC(=O)/C=C/c2ccccc2Cl)c(C)o1	21%	nt
CC(=O)N1CCN(C(=O)c2ccc(Cl)c(S(=O)(=O)N3CCc4ccccc43)c2)CC1	9%	5
CCCN(CCC)C(=S)Nc1cc(C(=O)OC)ccc1C(=O)OC	?	nt
COc1ccccc1C(=O)NC(=O)COC(=O)c1ncc(Cl)c(Cl)c1Cl	?	nt
CC(=O)Nc1ccc(S(=O)(=O)NNC(=O)C(=O)NNc2ccccn2)cc1	-15%	-5
S=C(NC1CCCCC1)N1CCn2cccc2C1c1ccncc1 (configuration not stated)	6%	16

Whole records, quoted from the list. Order of values: S3 lipid droplet | S3 lipid droplet cell count max
Results for `CC(=O)Nc1ccc(S(=O)(=O)NNC(=O)C(=O)NNc2ccccn2)cc1` → -15% | -5
Results for `CCCN(CCC)C(=S)Nc1cc(C(=O)OC)ccc1C(=O)OC` → ? | nt
Results for `COc1ccccc1C(=O)NC(=O)COC(=O)c1ncc(Cl)c(Cl)c1Cl` → ? | nt
Results for `C[C@@H]1NC(=O)[C@H](CCCN=C(N)N)NC(=O)c2cc([N+](=O)[O-])cc(I)c2NCCC[C@@H](C(N)=O)NC1=O` → -1% | 0
Results for `S=C(NC1CCCCC1)N1CCn2cccc2C1c1ccncc1` (configuration not stated) → 6% | 16

Continuation:
SMILES	S3 lipid droplet	S3 lipid droplet cell count max
O=C(O)CCC(=O)Nc1cccc(-c2nc3ccccc3o2)c1	-2%	2
CCCn1nc(NS(=O)(=O)c2cccc3nonc23)c2cc3cc(C)ccc3nc21	i	-3
Cc1ccc(NC(=O)c2cc(S(=O)(=O)N3CCc4ccccc43)cn2C)cc1	-20%	11
NC(=S)NN=C(Cc1ccccc1)Cc1ccccc1	?	nt
N#CCN1CCC/C1=C\[N+](=O)[O-]	5%	12
Cc1cccc(N2C(=O)CC(Sc3nccc(C)n3)C2=O)c1 (configuration not stated)	?	nt
Cc1cc(C)n(C(=O)c2cccc(S(=O)(=O)N3CCOCC3)c2)n1	i	nt
CC(C)Nc1nnc(SCC(=O)Nc2ccc3c(c2)C(=O)c2ccccc2C3=O)s1	i	nt
COc1ccc(C)cc1NC(=O)CCNC(=O)Cn1cnc2ccccc2c1=O	9%	nt
COc1cc(NC(=O)COc2cc(O)c3c(c2)OC(C)(C)CC3=O)cc(OC)c1	?	nt
Nc1nnc(C(c2ccccc2)c2ccccc2)s1	7%	-16
NC(=O)C(Cc1ccccc1)NS(=O)(=O)c1ccc(N2CCCC2=O)cc1 (configuration not stated)	?	nt
COc1ccc([C@H]2CC(=O)C=C(c3ccc(OC(F)(F)F)cc3)C2)cc1	?	nt
O=C(CNC(=O)c1cccc(F)c1)N/N=C/c1cccc([N+](=O)[O-])c1	-30%	-4
COc1ccccc1C(=O)C1CCCN(C(=O)C2CCCC2)C1 (configuration not stated)	4%	2
CCOC(=O)c1ccc(NS(=O)(=O)c2ccc3c(c2)NC(=O)CCS3)cc1	i	4
COc1cccc(-c2nc(CS(=O)(=O)CC(=O)NCc3ccc4c(c3)OCO4)c(C)o2)c1	?	nt
CC(C)CCN(C(=O)c1csnn1)C(C(=O)NC1CCCCC1)c1ccc(F)cc1 (configuration not stated)	?	nt
C=CCC(NCc1ccco1)c1ccc(OC)cc1OC (configuration not stated)	?	nt
CCCCCc1cc(=O)oc2c(C(CCN3CCN(c4ccccc4)CC3)c3ccc(N(C)C)cc3)c(OC)cc(OC)c12 (configuration not stated)	?	nt
CC(=O)c1cn(CCOc2cc(C)ccc2C)c2ccccc12	?	nt
COc1ccc(C2CC(=O)C3=C(C2)Nc2ncnn2C3c2ccccc2C)cc1 (configuration not stated)	?	nt
CN(C)c1ccc(CNC(=O)C2CCC(CNc3c(N4CCCCC4)c(=O)c3=O)CC2)cc1 (configuration not stated)	8%	12
S=C(NCCC(c1ccccc1)c1ccccc1)Nc1ccccc1Cl	-1%	-1
CCN(CC)CCCN(Cc1cc2cc3c(cc2[nH]c1=O)OCCO3)C(=O)Nc1ccc(F)cc1	?	nt
COc1ccnc(Oc2cccc(C(F)(F)F)c2)c1C(=O)N/C=N/OCc1ccccc1F	8%	0
O=C(c1cccc(OCc2ccccc2)c1)N1CCOCC1	-5%	nt
Cc1cccc(Oc2ccccc2NC(=O)CSCC(=O)Nc2cc(C)on2)c1	?	nt
N=c1c(S(=O)(=O)c2ccc(Cl)cc2)cc2c(=O)n3ccccc3nc2n1CC1CCCO1 (configuration not stated)	?	nt
NC(=O)C1CC(=O)N(c2ccc(OCc3ccc([N+](=O)[O-])cc3)cc2)C1 (configuration not stated)	-12%	3
CCn1nnnc1SCC(=O)c1ccc(C)cc1C	?	nt
Cc1nnc2sc(SCC(=O)Nc3ccc(Br)cc3)nn2c1=O	13%	12
COc1cccc(Oc2ccc(C(F)(F)F)cc2NC(=O)c2cccc(F)c2)c1	?	nt
Cn1ncc(Cl)c1C(=O)NCc1ccco1	?	nt
O=C(O)c1ccc(N=Cc2c(O)ccc3oc4c(c23)CCCC4)cc1	-9%	-8
CC(=O)SCC(C)C(=O)NCc1ccccc1 (configuration not stated)	?	nt
Cc1[nH]c2ccccc2c1C(=O)C(=O)N1CCN(c2cccc(Cl)c2)CC1	?	nt
Cc1noc(C)c1S(=O)(=O)N1CCC(C(=O)Nc2ccc(Br)cc2)CC1	?	nt
COc1ccc(-n2ccnc2SCC(=O)Nc2cc(C)on2)cc1	1%	-9
CSCCC(NC(=O)c1cc(C(C)(C)C)oc1C)C(=O)O (configuration not stated)	?	nt
CN(Cc1ccccc1)Cc1nc2c(c(=O)n(C)c(=O)n2C)n1Cc1ccc(Cl)cc1	?	nt
O=C(CN1CCN(c2ccc(F)cc2)CC1)c1cccs1	7%	19
COc1ccc(OC)c(NC(=O)c2cc3n(n2)C(C(F)(F)F)CC(c2ccc4c(c2)OCO4)N3)c1 (configuration not stated)	-1%	17
O=C(Nc1ccc(N2CCOCC2)cc1)C1CCCN(S(=O)(=O)c2ccccc2)C1 (configuration not stated)	?	nt
Cc1oc(-c2ccc(Cl)cc2)nc1CS(=O)CC(=O)NCCCN1CC(C)CC(C)C1 (configuration not stated)	?	nt
O=C(NC1CCCCCC1)C1CCN(S(=O)(=O)c2cnc[nH]2)CC1	?	nt
COc1ccc(C(=O)N2CCOC2CNC(=O)C(=O)NCc2ccc(F)cc2)cc1 (configuration not stated)	?	nt
COc1ccc2sc(N(CCCN(C)C)C(=O)c3ccc(S(=O)(=O)N4CCCc5ccccc54)cc3)nc2c1	?	nt
Cc1cccc(OCCn2cnc(Cl)c2Cl)c1	-7%	nt
C=C(C)c1cccc(C(C)(C)NC(=O)N2CCN(c3ccc(OC)cc3)CC2)c1	1%	0
New compounds follow
SMILES	S3 lipid droplet	S3 lipid droplet cell count max
COc1cc(/C=C(\C(=O)O)c2ccc(S(=O)(=O)N3CCCC3)s2)cc(OC)c1	?	nt
COCCCN1C(=O)CC(C(=O)OC)=C1C	?	nt
COc1cccc(CN2c3ccc(Br)cc3C(=O)CS2(=O)=O)c1	?	nt
COn1c(C)c(C(C)=O)c2c3nonc3ccc21	?	nt
O=[N+]([O-])c1ccc(-c2ccc(/C=N/Nc3nc(NCc4ccccc4)nc(N4CCOCC4)n3)o2)cc1	18µM*	14*
COc1ccc(N(CCC(=O)Nc2ccccc2F)S(=O)(=O)c2ccc(C)cc2C)cc1	?	nt
CC(=O)CSc1ncnc2c1oc1ccccc12	?	nt
CC(=O)NC1(C(Cl)(Cl)Cl)Oc2ccccc2O1	0%	-11
CCOC(=O)C(NC(=O)Nc1ccc(Cl)cn1)(Oc1ccccc1)C(F)(F)F (configuration not stated)	?	nt
CCOC(=O)C1CCN(C(=O)C2CCN(S(=O)(=O)N3CCCC3)CC2)CC1	14%	-2
CCN(CC)c1nc2nonc2nc1N(CC)CC	-9%	3
CCc1cccc(NC(=O)CC2Oc3ccccc3NC2=O)c1 (configuration not stated)	11%	7
O=C(COc1ccc(S(=O)(=O)N2CCCC2)cc1)N1CCCC1	i	6
Cc1ccc(S(=O)(=O)Nc2ccc(Cl)cn2)cc1	i	27
NC(=O)CSc1nnc(COc2ccccc2)n1N	-6%	11
CC(=O)Nc1ccc(S(=O)(=O)Nc2ccccc2C(=O)N2CCCC2)cc1	i	9
CN(Cc1cnn(C)c1)C(=O)C1CCC(=O)N(Cc2cccc(F)c2)C1 (configuration not stated)	-17%	1
Cn1c(=O)c2c(SCc3cccnc3)nc(CC(C)(C)C)nc2n(C)c1=O	?	nt
CC(=O)Nc1ccc(S(=O)(=O)NC2C3(C)CCC(C3)C2(C)C)cc1 (configuration not stated)	?	nt
CC(=O)CCc1c(C)c2cccc(C)c2[nH]c1=O	8%	-17

A different layout for some results above:
Values in the order – S3 lipid droplet | S3 lipid droplet cell count max
> Cc1ccc(S(=O)(=O)Nc2ccc(Cl)cn2)cc1
→ i | 27
> NC(=O)CSc1nnc(COc2ccccc2)n1N
→ -6% | 11

Additional entries follow:
SMILES	S3 lipid droplet	S3 lipid droplet cell count max
Cc1nccn1CCCNC(=O)CC1C(=O)NCCN1Cc1ccc(Cl)c(F)c1 (configuration not stated)	?	nt
COc1ccc(CCNC(=O)c2ccc(NC3=NC4CS(=O)(=O)CC4S3)cc2)cc1OC (configuration not stated)	i	nt
COCCN(C(=O)COC(=O)c1nc(Cl)ccc1Cl)c1c(N)n(Cc2ccccc2)c(=O)[nH]c1=O	?	nt
CCOC(=O)N1CC(=O)Nc2ccc(Br)cc2C1c1ccccc1 (configuration not stated)	?	nt
COC(=O)Cn1c(C(=O)N2CCCC2)cc2c1C[C@H]1CN(C(=O)c3ccccc3)[C@@](Cc3ccc(F)cc3)(C(=O)OC)[C@@H]21	8%	19
CCO[C@H]1OC(C(=O)Nc2ccccc2)=C[C@@H](c2csc3ccccc23)[C@@H]1CCCO	-10%	-9
COc1ccc(Cl)c(NC(=O)C/C(C)=N/NC(=O)CCc2ccccc2)c1	?	nt
CCOc1ccc2nc(NC(=O)C(NS(=O)(=O)c3cccs3)C(C)C)sc2c1 (configuration not stated)	?	nt
CCc1ccc2nc(Nc3ncc(C(C)=O)c(C)n3)nc(C)c2c1	25%	9
COc1cccc(N(CC(=O)NC2CCCCC2)C(=O)CCCC(=O)Nc2ccccn2)c1	?	nt
Cc1nn(C)c(Oc2ccccc2)c1CCNC(=O)C(C)(C)C	-2%	11
COc1ccccc1C(=O)Nc1nc2ccccc2[nH]1	10%	-1
O=C(NCc1cccs1)c1cc(S(=O)(=O)N2CCOCC2)c(Cl)cc1Cl	?	nt
Cc1nc(NC(=O)CCc2ccccc2)ccc1Br	?	nt
CCN1CCN(CCOc2ccc(Br)cc2C)CC1	6%	7
Cc1ccc(C(=O)ON=C2CCN(c3ccc([N+](=O)[O-])cc3)CC2)cc1	1%	-17
CCc1ccc(C(C)NC(=O)c2ncn[nH]2)cc1 (configuration not stated)	?	nt
CCN(CC)C(=O)Cn1cnc([N+](=O)[O-])n1	?	nt
O=C(CSc1ccc(-c2cccs2)nn1)Nc1ccccc1F	8%	2
Cc1ccc(-c2noc(CN(C(=O)CCN3C(=O)c4ccccc4C3=O)C(C)C)n2)cc1	?	nt
O=C(CN1C(=O)/C(=C\c2ccc(F)cc2)Oc2ccccc21)N1CCN(c2ccccn2)CC1	3%	0
COc1cc(NC(=O)Cn2cnc(S(=O)(=O)N3CCc4ccccc43)c2)cc(OC)c1OC	i	1
Cc1ccc(NC(=S)Nc2cc(-c3ccccc3)[nH]n2)cc1Cl	7%	nt
CCCCCC(=O)Nc1cccc(C2=NOC3(C2)C[C@H](C(N)=O)N(C(=O)c2ccccc2C(=O)c2ccccc2)C3)c1 (some centres not stated)	?	nt
Cc1cccc(NC(=O)c2ccc(S(=O)(=O)N3CCCCC3)cc2)n1	?	nt
O=C(NCc1ccc(F)cc1)c1cnccn1	i	6
CN1N=C(C(=O)N2CCc3c([nH]c4ccccc34)C2c2c(F)cccc2Cl)CCC1=O (configuration not stated)	0%	-9
O=[N+]([O-])c1cccc(NC(=S)Nc2nc(-c3ccc(Cl)cc3Cl)cs2)c1	i	-16
Cc1cc2c(cc1C)N(C(=O)CN1C(=O)c3ccccc3C1=O)C(C)(C)c1ssc(=S)c1-2	?	nt
Cc1cc(C)cc(NC(=O)CSc2nncn2-c2ccccn2)c1	?	nt
COc1ccc(-c2nnc(NC(=O)c3c(OC)cccc3OC)s2)cc1	i	15
COc1ccc(CNC(=O)C2CCCN(S(=O)(=O)c3ccc(Br)s3)C2)cc1 (configuration not stated)	?	nt
Cc1c(NC(=O)/C(C#N)=C/c2ccc(-c3cc(Cl)ccc3Cl)o2)c(=O)n(-c2ccccc2)n1C	?	nt
